Bioassay records: PubChem, National Center for Advancing Translational Sciences (NCATS)
ALOX12 inh: inhibitors of human 12S-lipoxygenase ALOX12; P18054; purified 12hLO, xylenol orange hydroperoxide absorbance; Potency, µM (doses to about 108 µM), inactives show top-dose activity change, negative = inhibition, hits mostly inhibitors; actives 1.1% (n = 580,000); active = well fitted inhibition curve with a large enough effect; inconclusive = small, poorly fitted or top-dose-only effect, or another doubt; inactive = no such curve, though single readings can be large or run the other way
Target sequence (P18054 whole entry, looked up): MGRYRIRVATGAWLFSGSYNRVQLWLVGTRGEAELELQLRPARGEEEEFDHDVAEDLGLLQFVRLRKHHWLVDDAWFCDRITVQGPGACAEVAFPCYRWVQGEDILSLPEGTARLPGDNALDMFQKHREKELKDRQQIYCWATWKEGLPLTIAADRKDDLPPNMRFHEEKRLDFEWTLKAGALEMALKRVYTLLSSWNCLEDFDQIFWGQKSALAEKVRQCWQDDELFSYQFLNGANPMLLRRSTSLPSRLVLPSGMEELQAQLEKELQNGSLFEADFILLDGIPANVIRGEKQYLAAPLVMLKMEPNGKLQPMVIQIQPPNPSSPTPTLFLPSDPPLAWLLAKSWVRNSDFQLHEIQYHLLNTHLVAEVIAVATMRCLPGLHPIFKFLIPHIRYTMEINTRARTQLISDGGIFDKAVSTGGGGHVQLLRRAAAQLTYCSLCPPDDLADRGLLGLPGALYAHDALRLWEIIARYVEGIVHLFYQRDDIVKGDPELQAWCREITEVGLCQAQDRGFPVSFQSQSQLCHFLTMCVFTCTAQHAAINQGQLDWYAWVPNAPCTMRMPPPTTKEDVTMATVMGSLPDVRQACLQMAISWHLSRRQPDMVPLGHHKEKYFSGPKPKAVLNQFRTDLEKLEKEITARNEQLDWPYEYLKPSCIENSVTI
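Purified human 12hLO at 150 nM in 25 mM Hepes, 0.01% Triton X-100, pH 7.0, preincubated 15 min at room temperature with compound. Reaction started with 40 uM arachidonic acid, 30 min at room temperature. Hydroperoxide measured by Fe-xylenol orange, 573/405 nm absorbance ratio.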
* = called active by the depositor; [ ] = remark or other dose. % is scaled to controls: 0 for no effect and ±100 for the full control effect; potency is read from the fitted curve at half-maximal effect. These rows are one share of the data; count on the stated rates, not on these rows.

COc1ccccc1Oc1ncccc1CNC(=O)c1ccc2n[nH]nc2c1 was read as ALOX12 inh 108.7%[activator].
COc1ccc(C)cc1Nc1ncnc2c1nnn2Cc1ccccc1Cl was read as ALOX12 inh -6.0%.
CCCCCCCNC(=O)c1ccc(Nc2ccc(-c3cccc(C)c3)nn2)cc1 was read as ALOX12 inh -2.5%.
Screening O=C(Nc1ccccc1-c1nc(Cc2ccccc2)no1)c1cccnc1 returned ALOX12 inh 8.1%.
`COC[C@@H]1CN(C(=O)c2nn(C)c3ccccc23)C[C@H]1C(N)=O` gave ALOX12 inh 30.1%[activator].
`COc1ccc(C(CCOC(=O)Oc2ccccc2)c2cc(OC)c(OC)c(OC)c2)cc1` (stereo not drawn) gave ALOX12 inh 29.2%.
For Cc1ccc(CN2CCN(C(=O)C3CCCCC(=O)N3C)CC2)cc1 (stereo not drawn) the results were ALOX12 inh 29.5%.
For CNC(=O)[C@@H]1C[C@@H](O)CN1C1CCN(C(=O)c2ccc(OC)c(F)c2)CC1 the results were ALOX12 inh 23.1%.
CCONC(=O)CSCc1ccc(C)cc1 was read as ALOX12 inh 19.0%.
Screening Cn1ccnc1C(O)(CC(=O)Nc1ccccc1)C(F)(F)F (stereo not drawn) returned ALOX12 inh 39.5%[activator].
O[C@@H]1C[C@@H](c2nnc3n2CCN(CC2CC2)C3)N(Cc2cccnc2)C1 was read as ALOX12 inh 52.6%[activator].
For Cc1oc(-c2nc(C#N)c(NCc3ccccc3)o2)cc1S(=O)(=O)N1CCCCC1 the results were ALOX12 inh 19.0%.
Screening O=C(c1ccn[nH]1)N1CCC(c2nc(CCOCC3CCOCC3)no2)C1 (stereo not drawn) returned ALOX12 inh 11.4%.
For Cc1ccc(C)c(C(=O)N2CCN(c3cc(-c4ccc(Cl)cc4)[nH]n3)CC2)c1 the results were ALOX12 inh -8.6%.
For Cc1cn([C@H]2C[C@H](O)[C@@H](/C=C/C(=O)NCc3cccc4ccccc34)O2)c(=O)[nH]c1=O the results were ALOX12 inh inconclusive.
For CCOC(=O)C1CCN(C(=O)CCn2c(=O)oc3ccccc32)CC1 the results were ALOX12 inh 0.0%.
Screening O=C(NC1CC2CC1C1CCCC21)c1ccc(Cl)nc1 (stereo not drawn) returned ALOX12 inh 28.2%.
For c1ccc(-n2nnnc2CNc2cccc3c2CCCC3)cc1 the results were ALOX12 inh inconclusive.
CCNC(=O)C1(C)CCN(C(=O)c2cccc(OC(F)(F)F)c2)C1 (stereo not drawn) was read as ALOX12 inh 5.8%.
`CCCc1noc(-c2cn(C3CCN(C(=O)c4ccc(C#N)cc4)CC3)nn2)n1` gave ALOX12 inh 3.7%.
Screening COc1ccc(CNC(=O)CN2C(=O)N(c3cccc(OC)c3)S(=O)(=O)c3ccccc32)cc1 returned ALOX12 inh 18.2%.
CCCc1cc(=O)[nH]c(Nc2nc(C)c3ccccc3n2)n1 was read as ALOX12 inh -2.0%.
Screening COCCOC1CCN(S(=O)(=O)c2cn(C)cn2)CC1 returned ALOX12 inh 48.0%[activator].
O=C(CSc1nnc(NC2CC2)s1)Nc1ccc(Cl)cc1 was read as ALOX12 inh inconclusive.
`CN(Cc1ccccc1C(F)(F)F)C(=O)C1CCN(Cc2cccnc2)CC1` gave ALOX12 inh -1.5%.
COc1ccc(CNC(=O)C2CCN(C(=O)c3nnn4c3COC(c3ccc(C)cc3)C4)CC2)cc1 (stereo not drawn) was read as ALOX12 inh 24.7%.
For CCc1nc(-c2ccc(OC3CCN(S(=O)(=O)c4cn(C)cn4)C3)cc2)no1 (stereo not drawn) the results were ALOX12 inh 20.8%.
For COCCNC(=O)[C@H]1C[C@H](Oc2cccnc2)CN1C(=O)Cc1ccccc1 the results were ALOX12 inh 26.2%.
For Cc1ccccc1S(=O)(=O)N1C[C@@H]2CCCN3CCC[C@@H]([C@H]23)[C@H]1CCCC(=O)N1CCOCC1 the results were ALOX12 inh 33.4%[activator].
`CCNC(=O)C(C)Sc1nc(C(F)(F)F)nc2ccccc12` (stereo not drawn) gave ALOX12 inh 15.6%.

The closing three entries of the part before are carried over, then new ones follow:
For COCCNC(=O)[C@H]1C[C@H](Oc2cccnc2)CN1C(=O)Cc1ccccc1 the results were ALOX12 inh 26.2%.
For Cc1ccccc1S(=O)(=O)N1C[C@@H]2CCCN3CCC[C@@H]([C@H]23)[C@H]1CCCC(=O)N1CCOCC1 the results were ALOX12 inh 33.4%[activator].
`CCNC(=O)C(C)Sc1nc(C(F)(F)F)nc2ccccc12` (stereo not drawn) gave ALOX12 inh 15.6%.
Cc1ccc2c(c1)C1(SC(C)C(=O)N1c1ccc(Cl)cc1)C(=O)N2 (stereo not drawn) was read as ALOX12 inh inconclusive.
O=C(OCc1cccc2cccnc12)c1ccccn1 was read as ALOX12 inh 8.2%.
For COC(=O)c1ccc(CN2C(=O)[C@@H]3C[C@@H](O)CN3C3(CN(C(C)C)C3)C2=O)cc1 the results were ALOX12 inh 10.8%[176 µM].
O=[N+]([O-])c1ccc(Oc2cccc3cccnc23)cc1 was read as ALOX12 inh 20.0%.
Screening Clc1cccc(-c2noc(-c3ccc[nH]3)n2)c1 returned ALOX12 inh 44.7µM*.
CCC(CC)NC(=O)COc1ccccc1NC(C)=O was read as ALOX12 inh 10.9%.
For CCNC(=O)C1(C)CCN(C(=O)c2ccc3ccccc3c2)C1 (stereo not drawn) the results were ALOX12 inh inconclusive.
`O=C(c1cc(C2CC2)nc2onc(C3CCNCC3)c12)N1CCOCC1` gave ALOX12 inh 9.2%[6.33 µM].
COc1ccc(-c2coc3cc(OCc4ccccc4C)ccc3c2=O)cc1 was read as ALOX12 inh 20.0%.
COCC1CCCN1S(=O)(=O)c1ccc2c(c1)CN(C(=O)COC(C)C)CC2 (stereo not drawn) was read as ALOX12 inh 27.2%.
Screening Cc1ccc(N2CCN(C(=O)C[C@H]3NC(=O)c4ccccc4NC3=O)CC2)c(C)c1 returned ALOX12 inh 17.8%.
`c1cc2c(cc1OC1CN(CC3CCCCC3)C1)OCO2` gave ALOX12 inh 5.6%[12.5 µM].
CC(C)C1=NOC2(CCN(Cc3ccc(F)cc3)CC2)C1 was read as ALOX12 inh 35.7%[activator][176 µM].
Cc1cc2oc(=O)cc(CN(C)CCOc3ccc(F)cc3)c2cc1C was read as ALOX12 inh -54.0%.
Cn1nccc1CN1CCC2(Cc3ccccc3NC2=O)C1 (stereo not drawn) was read as ALOX12 inh 53.2%[activator][176 µM].
Screening CC(C(=O)Nc1nccs1)N1CCN(c2nccnc2C#N)CC1 (stereo not drawn) returned ALOX12 inh 16.2%.
O=C(Cn1ccnc1)N1CCC(N2C(=O)C3(CCCC3)C2c2ccccc2)CC1 (stereo not drawn) was read as ALOX12 inh 16.3%.
Screening CC(C)(C)C(=O)/C=c1/[nH]c(=O)/c(=C/c2ccc(F)c(F)c2)s1 returned ALOX12 inh -1.3%.
COc1ccc(CCNC(=O)c2noc(-c3ccc[nH]c3=O)n2)cc1OC was read as ALOX12 inh 32.6%.
For CCN(CC(=O)NC(C)C)S(=O)(=O)N1CCCC(C)C1 (stereo not drawn) the results were ALOX12 inh 8.0%.
COc1cn(-c2ccccc2)nc1C(=O)OCC(=O)NC1CCCC1 was read as ALOX12 inh -21.2%.
For CC(=O)N1CCC[C@H]1C(=O)N1CCc2nc(C)nc(NC3CC3)c2CC1 the results were ALOX12 inh 27.2%.
`O=C(Nc1noc2ccccc12)c1ccc(Br)o1` gave ALOX12 inh -29.1%.
`OC(c1nc(Nc2ccc(Oc3ccccc3)cc2)n[nH]1)C1CC1` (stereo not drawn) gave ALOX12 inh 16.8%[176 µM].
NC(=O)CN1CC2(CCC1=O)CCN(C[C@@H](O)CO)CC2 was read as ALOX12 inh 13.8%.
`CCOc1ccc(Nc2nc3ccccc3nc2NS(=O)(=O)c2cccs2)cc1` gave ALOX12 inh inconclusive.
`O=C(NCCCc1ccccc1)c1ccc(CN2C(=O)NC3(CCOCC3)C2=O)cc1` gave ALOX12 inh 27.9%.
For COc1cc(NC(=O)c2ccc(-c3cn[nH]c3)c3ccoc23)cc(OC)c1OC the results were ALOX12 inh 10.8%.
For COC(=O)[C@@H]1Cc2ncn(C(C)C)c2CN1S(=O)(=O)c1ccc(C#N)cc1 the results were ALOX12 inh 7.1%[176 µM].
CCOC(=O)c1cnc(SCc2nc(-c3ccc(Cl)cc3)oc2C)nc1N was read as ALOX12 inh -0.5%.

Brought forward from above: three compounds, followed by the next part.
For COc1cc(NC(=O)c2ccc(-c3cn[nH]c3)c3ccoc23)cc(OC)c1OC the results were ALOX12 inh 10.8%.
For COC(=O)[C@@H]1Cc2ncn(C(C)C)c2CN1S(=O)(=O)c1ccc(C#N)cc1 the results were ALOX12 inh 7.1%[176 µM].
CCOC(=O)c1cnc(SCc2nc(-c3ccc(Cl)cc3)oc2C)nc1N was read as ALOX12 inh -0.5%.
`Cc1cc(F)ccc1C(=O)N1CCn2nc(Cc3ccccc3)cc2C1` gave ALOX12 inh 8.6%.
Screening CC(C)N1C[C@H](O)C[C@H]1c1nnc2n1CCN(C(=O)c1nccn1C)CC2 returned ALOX12 inh -3.9%.
CCCn1c(=O)c2ccccc2n(CC(=O)N(C)c2ccccc2)c1=O was read as ALOX12 inh inconclusive.
Screening O=C(Cc1ccsc1)N1CCCCCC1c1nnc(-c2ccccc2)o1 (stereo not drawn) returned ALOX12 inh -2.7%.
For N#Cc1c(C(F)(F)F)cc(-c2ccccc2)nc1SC/C=C/c1ccccc1 the results were ALOX12 inh inconclusive.
Screening Cc1noc(C)c1C(=O)N1CCCC(C)(C(=O)NS(=O)(=O)C2CC2)C1 (stereo not drawn) returned ALOX12 inh 22.9%.
For CN(Cc1ccc(C(F)(F)F)cc1)C(=O)C1CCCCC1 the results were ALOX12 inh -36.5%.
Screening CC(C)CN1CCC(NC(=O)Cc2cc(Cl)c3c(c2)OCCO3)CC1 returned ALOX12 inh inconclusive.
Screening CC(CN1CCN(C)CC1)OC(=O)COc1ccc(F)cc1 (stereo not drawn) returned ALOX12 inh inconclusive.
`COc1cccc(S(=O)(=O)N(C)C[C@H]2OCc3cnnn3CCCC(=O)N([C@@H](C)CO)C[C@H]2C)c1` gave ALOX12 inh 1.1%.
For COc1ccc(CN2CCC(C)CC2)cc1 the results were ALOX12 inh -55.4%.
Cc1ccc(Cl)c(OCn2ccc(C(=O)N3CCN(Cc4ccccc4F)CC3)n2)c1 was read as ALOX12 inh -0.1%.
Cc1cc(C)c(NC(=O)CN(C)C(=O)CSc2ccc(Br)cc2)c(C)c1 was read as ALOX12 inh 2.8%.
C[C@@]1(O)CCN(C(=O)CCCS(N)(=O)=O)C[C@@H]1Cc1ccccc1 was read as ALOX12 inh 38.5%[activator].
`Cc1nc(-c2c3n(c(=O)n(CC(=O)Nc4ccc(F)cc4)c2=O)CCCC3)no1` gave ALOX12 inh 1.0%.

Some of these compounds in order of SMILES length, smallest number first:
For CN(Cc1ccc(C(F)(F)F)cc1)C(=O)C1CCCCC1 the results were ALOX12 inh -36.5%.
Screening CC(C)CN1CCC(NC(=O)Cc2cc(Cl)c3c(c2)OCCO3)CC1 returned ALOX12 inh inconclusive.
Screening CC(C)N1C[C@H](O)C[C@H]1c1nnc2n1CCN(C(=O)c1nccn1C)CC2 returned ALOX12 inh -3.9%.

(next part)
COc1ccccc1NC(=O)c1ccc(-n2cccn2)cc1 was read as ALOX12 inh 0.7%.
COc1ccc(C(=O)N2Cc3ccccc3CC23CCCN(C(=O)CN)C3)cc1 (stereo not drawn) was read as ALOX12 inh inconclusive.
`CN1CCCC1c1nc(C2CN(C(=O)C3CC3)C2)no1` (stereo not drawn) gave ALOX12 inh 37.1%[activator].
For COC(=O)C1=C(C)NC(=O)CC1C(=O)Nc1ccc(F)c(Cl)c1 (stereo not drawn) the results were ALOX12 inh inconclusive.
Cc1noc(C)c1S(=O)(=O)N1CCCC1c1cc(C(C)C)no1 (stereo not drawn) was read as ALOX12 inh -1.8%.
`Cc1cccc(N2C(=O)CSC23CCN(C(=O)C2CCC2)CC3)c1` gave ALOX12 inh 48.5%[activator].
`Cc1ccc(C(O)c2ncc(-c3cccc4ccccc34)[nH]2)cc1F` (stereo not drawn) gave ALOX12 inh inconclusive.
`CCC(C)c1ccc2oc(-c3ccc(N)cc3)nc2c1` (stereo not drawn) gave ALOX12 inh inconclusive.
For CNC(=O)NC(=O)C(C)Sc1ncnc2ccccc12 (stereo not drawn) the results were ALOX12 inh inconclusive.
CCCCCCCCN1C(=O)[C@H](CC(=O)NCC2CCCCC2)C[C@@]2(C(=O)OCC)CCC=C12 was read as ALOX12 inh inconclusive.
Screening Cc1c(NC(=O)COC(=O)C2(c3ccc(Cl)cc3)CCCC2)cccc1[N+](=O)[O-] returned ALOX12 inh inconclusive.
`Cc1ccc(-c2nnc(C(C)Sc3nc4ccccc4c(=O)n3CCCO)o2)cc1` (stereo not drawn) gave ALOX12 inh 0.0%.
Cc1cccc(C)c1NC(=O)C1(C)CCC(=O)N1C1CC1 (stereo not drawn) was read as ALOX12 inh -12.7%.
`COc1cc2c(cc1OC)C(O)=CC(=O)C2=O` gave ALOX12 inh inconclusive.
For CCCC(=O)Nc1cc(OC)c(NC(=S)Nc2cccc(C)c2)cc1OC the results were ALOX12 inh -25.6%.
COc1ccc(NC(=O)N2c3ccccc3CC2c2nc(C(C)C)no2)cc1OC (stereo not drawn) was read as ALOX12 inh 53.6%[activator].
O=C(/C=C/[C@H]1O[C@@H](n2cnc3c(NC(=O)c4ccccc4)ncnc32)[C@H](O)[C@@H]1O)NCc1ccc2c(c1)OCO2 was read as ALOX12 inh 11.6%.
For O=C(NC1CCCc2c1[nH]c1ccccc21)c1cn(C2CC2)c(=O)c2ccccc12 (stereo not drawn) the results were ALOX12 inh inconclusive.
For Cc1cc(C)c2cc(C(=O)OCC(=O)N3CCCCC3C)[nH]c2c1 (stereo not drawn) the results were ALOX12 inh 0.1%.
`CC(=O)NC(Sc1ccc(Cl)cc1)C(=O)c1ccccc1` (stereo not drawn) gave ALOX12 inh inconclusive.
